Source: PubChem BioAssay (NMMLSC)
Bcl-XL Bim block: disrupts Bim peptide binding to human Bcl-XL; AID 1007; inhibition, % at 10 µM; actives 0.04% (n = 190,000); Q07817; bead flow cytometry, fluorescence
Target sequence (Q07817 whole entry, looked up): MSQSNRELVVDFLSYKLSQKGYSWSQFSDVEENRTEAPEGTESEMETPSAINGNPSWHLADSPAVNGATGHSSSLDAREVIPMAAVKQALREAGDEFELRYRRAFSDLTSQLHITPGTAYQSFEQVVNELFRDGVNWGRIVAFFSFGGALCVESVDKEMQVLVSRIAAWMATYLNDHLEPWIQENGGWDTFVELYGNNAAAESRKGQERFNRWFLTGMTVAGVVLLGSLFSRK
Rab7 wt GTP bind: alters GTP binding to wildtype dog Rab7. GST-Rab7 beads, fluorescent GTP binding, flow cytometry; actives lie on both sides; untreated = 100%, excess cold GTP = 0%. GTP binding activity (percent of control), % at 10 µM. actives 0.055% (n = 190,000);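 active = fluorescent GTP binding to Rab7 beads changed by at least 20 points from the 100% baseline, either direction, mostly lower; inconclusive = compound itself probably fluorescent, or too few beads counted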;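 note: median green fluorescence of bound Bodipy-FL-GTP per Rab7 bead population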
Rac1 act GTP bind: alters GTP binding to activated mutant human Rac1. P63000. GST-Rac1 activated beads, fluorescent GTP binding, flow cytometry; actives lie on both sides; 100% means binding = to untreated wells. percent activity (GTP binding), % at 10 µM. actives 0.11% (n = 190,000). AID 764;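 active = GTP binding at least 20 percentage points away from the 100% baseline, in either direction, so actives lie on both sides; inconclusive = Compound likely fluorescent itself, or too few beads counted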
Cdc42 wt: modulators (inhibitors or activators) of GTP binding to human Cdc42 wildtype | percent activity (GTP binding), % at 10 µM | AID 761 | actives 0.2% (n = 190,000) | P60953 | GST-Cdc42 beads, Bodipy-GTP binding, flow cytometry; actives lie on both sides;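 active = percent activity GTP binding at least 20 points away from the 100% baseline, either down as inhibitor or up as activator; inconclusive = compound flagged as likely green fluorescent from well-wide comparison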;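 note: median bead fluorescence of bound Bodipy-FL-GTP at 100 nM; 0% = excess unlabeled GTP control and 100% = no compound control; below 100% means less GTP binding so inhibitor and above means activator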
Bcl-W Bim block: disrupts Bim peptide binding to human Bcl-W. actives 0.02% (n = 190,000). inhibition, % at 10 µM. Q92843. bead-based flow cytometry;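 note: 0% = bound tracer without compound and 100% = peptide blocker; higher means less fluorescent Bim peptide bound to Bcl-W beads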
Rac1 wt GTP bind: human Rac1 wildtype GTP binding, inhibitors and activators; actives 0.27% (n = 190,000); GST-Rac1 beads, fluorescent GTP binding, flow cytometry; actives lie on both sides; 0 = cold GTP competed, 100 = untreated; P63000; AID 757; GTP binding activity (% of control), % at 10 µM;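 active = GTP binding activity at least 20 points away from the 100% control level, either lower or higher; inconclusive = compound flagged as likely green fluorescent, judged across all proteins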
Bcl-2 Bim block: disrupts Bim peptide binding to human Bcl-2 | Bead-based flow cytometry, Bim peptide-Bcl-2 binding | P10415 | actives 0.06% (n = 190,000) | AID 950 | inhibition, % at 10 µM; in the data active = inhibition above about 40%; inconclusive = no clear call, values can overlap the other calls;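 note: 0% = no compound wells with probe peptide and 100% = reference peptide inhibitor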
Target sequence (P10415 whole entry, looked up): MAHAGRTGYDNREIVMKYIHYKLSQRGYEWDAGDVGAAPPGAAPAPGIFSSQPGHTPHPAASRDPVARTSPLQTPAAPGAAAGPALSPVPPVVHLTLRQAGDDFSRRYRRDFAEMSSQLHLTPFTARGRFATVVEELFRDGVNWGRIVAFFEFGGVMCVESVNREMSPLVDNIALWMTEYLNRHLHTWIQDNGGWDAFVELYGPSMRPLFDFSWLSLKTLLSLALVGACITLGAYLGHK
Rab2 wt GTP: changes GTP binding to wildtype dog Rab2A, up or down; GST-Rab2 wt beads, Bodipy-GTP binding, flow cytometry; GTP binding activity, % at 10 µM; actives 0.19% (n = 190,000); P61105; AID 760;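 active = GTP binding activity at least 20 points away from 100%, either lowered or raised; inconclusive = signal likely due to the compound's own green fluorescence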;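 note: 0% = beads with excess unlabeled GTP and 100% = no-compound control corrected for plate trend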
Bcl-B Bim block: disrupts Bim peptide binding to human Bcl-B; inhibition, % at 10 µM; Q9HD36; actives 0.073% (n = 190,000); bead-based flow cytometry; AID 951;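 note: 0% = tracer peptide without compound and 100% = reference inhibitor peptide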
Target sequence (Q9HD36 whole entry, looked up): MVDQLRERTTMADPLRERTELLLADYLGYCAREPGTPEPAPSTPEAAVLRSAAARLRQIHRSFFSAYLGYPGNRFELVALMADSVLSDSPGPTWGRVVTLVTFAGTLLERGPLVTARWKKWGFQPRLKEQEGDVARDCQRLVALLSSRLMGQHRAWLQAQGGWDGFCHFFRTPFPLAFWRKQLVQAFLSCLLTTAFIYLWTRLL
HRas wt GTP bind: human HRas wildtype GTP binding, change in either direction; P01112; AID 759; GST-Ras wt beads, Bodipy-FL-GTP binding, flow cytometry; actives lie on both sides; actives 0.14% (n = 190,000); GTP binding activity, % at 10 µM;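 active = GTP binding activity at least 20% away from the 100% baseline, either lowered as inhibitor or raised as activator; inconclusive = flagged as likely green fluorescent, judged across all proteins in the well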;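 note: 0% = unlabeled GTP competition control and 100% = no-compound control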
Target sequence (P01112 whole entry, looked up): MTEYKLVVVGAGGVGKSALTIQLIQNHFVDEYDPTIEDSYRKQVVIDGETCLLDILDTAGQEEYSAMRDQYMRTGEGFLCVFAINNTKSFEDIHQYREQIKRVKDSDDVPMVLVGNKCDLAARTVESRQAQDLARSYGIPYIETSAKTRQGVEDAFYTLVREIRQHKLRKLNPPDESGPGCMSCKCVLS
Bim-Bfl-1: inhibitors of Bim-Bfl-1 interaction, human. Q16548. Bead-based flow cytometry, Bim-Bfl-1 binding inhibition. inhibition, % at 10 µM. actives 0.12% (n = 190,000);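 note: 0% = wells without compound plus tracer and 100% = blocker peptide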
Active calls of the source: *; ? = inconclusive. Cut-off read from the data, not from the text of the source, unless noted: active = inhibition above about 40%. No enrichment for hits; about 0.62% have a hit in one of these screens.

SMILES	Bcl-XL Bim block	Rab7 wt GTP bind	Rac1 act GTP bind	Cdc42 wt	Bcl-W Bim block	Rac1 wt GTP bind	Bcl-2 Bim block	Rab2 wt GTP	Bcl-B Bim block	HRas wt GTP bind	Bim-Bfl-1
c1ccc(COc2ccc(OCCCCN3CCCC3)cc2)cc1	-4	99	99	100	-3	101	-4	101	-7	98	-7
COc1ccc(-n2c(COc3ccc(C)cc3)nnc2SCC(N)=O)cc1	-12	98	99	100	-8	102	-12	101	-14	100	-15
CCSc1nc2ccccc2n1C(=O)Oc1ccccc1	-4	101	97	98	-2	99	-1	98	3	97	9
COCCNC(=O)CN1CCC(NC(=O)C(C)(C)C)CC1	-11	102	101	102	-2	102	-9	102	-13	101	-21
CCN(CC)c1ccc(/C=N/NC(=O)CC(C)C)cc1	-2	96	96	96	-1	95	-3	96	-6	92	-7
COc1ccccc1C(=O)C1CCCN(C(=O)c2cn3cc(Cl)ccc3n2)C1 (stereo not given)	0	95	96	98	-2	100	-2	97	-2	98	-4
CSc1ccccc1NC(=O)C1CCCO1 (stereo not given)	-6	102	99	100	-8	102	-2	100	-9	101	-1
CCOC(=O)c1ccc(S(=O)(=O)N2CCN(CC(=O)NC(=O)NC3CCCCC3)CC2)cc1	-18	99	99	95	-1	101	-8	100	-9	99	-10
CCOC(=O)/C(C#N)=C/C=C1\C=Cc2ccccc2N1CC	-3	96	95	92	-3	96	-3	92	-5	96	-3
COc1ccccc1NCCC(=O)OCC(=O)NC1CCCCC1	-8	99	99	103	-4	102	-5	98	-4	98	-3
O=C(O)COc1ccc(-c2nnn(CC(=O)O)n2)cc1	-6	104	100	101	2	108	-6	101	-7	103	-8
CC(C)CN(C(=O)CSc1nnnn1C)C1CCS(=O)(=O)C1 (stereo not given)	-3	107	95	97	-2	97	-1	99	-4	98	-5
Cc1cc(NC(=O)c2ccc(NC(=O)C(C)C)cc2)no1	-1	94	97	98	1	99	-7	94	-3	96	-9
Cc1c(NC(=O)C2CC(c3c(F)cccc3Cl)=NO2)c(=O)n(-c2ccccc2)n1C (stereo not given)	-1	98	97	99	-3	98	-9	98	-9	98	-12
O=C(Cn1cnc2ccccc2c1=O)NCCC(=O)Nc1ccc2c(c1)OCCO2	-3	?	?	?	0	?	-1	?	0	?	0
O=C1C2C(C(=O)N1/N=C/c1ccc([N+](=O)[O-])o1)C1C=CC2C12CC2 (stereo not given)	-3	93	101	96	1	102	1	96	0	97	1
CCN1CCN(C(C)C(=O)Nc2c(C)n(C)n(-c3ccccc3)c2=O)CC1 (stereo not given)	-7	99	100	99	-4	106	-8	102	-6	102	-19
NNC(=O)c1ccc(COc2ccc3c(c2)CCC3)o1	-7	101	99	104	-5	108	-6	97	-7	99	-9
C/C(=N/NS(=O)(=O)c1ccc(F)cc1)c1ccc(NC(=O)c2ccc(C)o2)cc1	-1	98	98	100	0	99	-1	101	-3	101	-2
CCCn1c(N)c(C(=O)CSc2ncc(C(F)(F)F)cc2Cl)c(=O)[nH]c1=O	-6	102	96	94	-5	93	-2	95	-8	95	-2
Cc1nn(Cc2ccc(C(=O)N3N=C(C(F)F)CC3(O)C(F)F)cc2)c(C)c1[N+](=O)[O-] (stereo not given)	5	96	99	98	1	101	-8	98	-6	96	-11
CCOc1ccccc1NC(=O)Cn1c(C)cc(COC)c(C#N)c1=O	-3	97	100	101	0	101	-2	100	0	100	-3
Cc1ccc(NC(=O)c2noc3c2CCCCC3)cc1C	-12	97	94	100	6	99	-8	97	-3	99	-10
CCN(CC)c1ccc(/C=N/NC(=O)c2ccco2)cc1	19	98	98	98	12	102	16	100	13	101	24
COc1ccc(OCCNc2cc(N3CCOCC3)ccc2[N+](=O)[O-])cc1	-3	96	90	91	-2	93	-10	93	-9	97	-5
Cc1nn(C(=O)c2nn(C)cc2[N+](=O)[O-])c(C)c1Cl	0	89	90	88	1	90	2	93	6	90	8
Cc1cccc(C)c1OCC(=O)NC(Cc1c[nH]c2ccccc12)C(=O)O (stereo not given)	-1	99	91	89	0	93	-1	94	0	92	-3
CCOC(=O)CN=C/C(C(C)=O)=C(/C)O	-2	93	98	98	1	98	2	96	-3	98	-2
Cc1nnc(NC(=O)CCSCCC(=O)Nc2nnc(C)s2)s1	-4	94	92	87	-1	94	1	90	-1	93	-3
CC(C)(C)c1ccc(C2(C)NC(=O)N(CC(=O)NCc3cccs3)C2=O)cc1 (stereo not given)	-6	98	102	105	-4	105	-6	101	-7	100	-7

An excerpt from above in order of molar mass, high to low.
SMILES	Bcl-XL Bim block	Rab7 wt GTP bind	Rac1 act GTP bind	Cdc42 wt	Bcl-W Bim block	Rac1 wt GTP bind	Bcl-2 Bim block	Rab2 wt GTP	Bcl-B Bim block	HRas wt GTP bind	Bim-Bfl-1
CCOC(=O)c1ccc(S(=O)(=O)N2CCN(CC(=O)NC(=O)NC3CCCCC3)CC2)cc1	-18	99	99	95	-1	101	-8	100	-9	99	-10
C/C(=N/NS(=O)(=O)c1ccc(F)cc1)c1ccc(NC(=O)c2ccc(C)o2)cc1	-1	98	98	100	0	99	-1	101	-3	101	-2
COc1ccc(-n2c(COc3ccc(C)cc3)nnc2SCC(N)=O)cc1	-12	98	99	100	-8	102	-12	101	-14	100	-15
Cc1cccc(C)c1OCC(=O)NC(Cc1c[nH]c2ccccc12)C(=O)O (stereo not given)	-1	99	91	89	0	93	-1	94	0	92	-3
CCOc1ccccc1NC(=O)Cn1c(C)cc(COC)c(C#N)c1=O	-3	97	100	101	0	101	-2	100	0	100	-3
CC(C)CN(C(=O)CSc1nnnn1C)C1CCS(=O)(=O)C1 (stereo not given)	-3	107	95	97	-2	97	-1	99	-4	98	-5
COc1ccccc1NCCC(=O)OCC(=O)NC1CCCCC1	-8	99	99	103	-4	102	-5	98	-4	98	-3
COCCNC(=O)CN1CCC(NC(=O)C(C)(C)C)CC1	-11	102	101	102	-2	102	-9	102	-13	101	-21
CCSc1nc2ccccc2n1C(=O)Oc1ccccc1	-4	101	97	98	-2	99	-1	98	3	97	9
Cc1ccc(NC(=O)c2noc3c2CCCCC3)cc1C	-12	97	94	100	6	99	-8	97	-3	99	-10
O=C(O)COc1ccc(-c2nnn(CC(=O)O)n2)cc1	-6	104	100	101	2	108	-6	101	-7	103	-8
CSc1ccccc1NC(=O)C1CCCO1 (stereo not given)	-6	102	99	100	-8	102	-2	100	-9	101	-1

The list goes on:
SMILES	Bcl-XL Bim block	Rab7 wt GTP bind	Rac1 act GTP bind	Cdc42 wt	Bcl-W Bim block	Rac1 wt GTP bind	Bcl-2 Bim block	Rab2 wt GTP	Bcl-B Bim block	HRas wt GTP bind	Bim-Bfl-1
COc1ccc(C(=O)c2ccccc2)cc1Br	-2	97	98	103	-1	99	0	102	0	101	0
Cc1sc(NC(=O)c2ccco2)c(C(c2cccnc2)N2CCC(C)CC2)c1C (stereo not given)	0	96	97	99	0	101	-3	98	-1	97	1
C=CCNC(=O)NC(=O)COC(=O)/C(C#N)=C/c1cc(C)n(CCC(C)C)c1C	-3	102	100	102	-1	102	0	100	0	101	-3
Cc1ccccc1-n1nc2c(c1NC(=O)c1cccc(F)c1)CS(=O)C2 (stereo not given)	-2	101	101	104	2	110	-2	104	-5	102	-7
COc1ccccc1-n1c([S-])c(C(=O)Nc2ccccc2C(F)(F)F)[n+]2ccc(C(=O)NCCO)cc12	23	102	92	92	11	96	15	96	-36	93	20
Cc1ccc(-c2cc(C(F)F)n3ncc(C(=O)N4CCN5CCCC5C4)c3n2)cc1 (stereo not given)	0	95	97	100	-2	98	0	98	0	100	-1
CCOC(=O)C1=C(C)Nc2nc(C)nn2C1c1ccc(OC)c(OC)c1 (stereo not given)	-3	98	98	98	-5	103	-4	100	-5	99	-2
O=C1Nc2ccc([N+](=O)[O-])cc2C1(O)N1CCCCCC1 (stereo not given)	1	110	102	108	0	105	-2	108	0	107	-1
COCCCNC(=O)CN(CCc1ccccc1)S(=O)(=O)c1ccccc1	0	96	96	96	0	97	2	97	1	94	-3
CCOCCn1c(SCc2c(F)cccc2Cl)nc2c1c(=O)[nH]c(=O)n2C	-5	100	103	104	0	108	-5	104	-9	106	-17
O=C(N/N=C/c1ccco1)C1CC1c1ccccc1 (stereo not given)	2	98	99	99	1	102	-1	96	-2	97	-16
Cc1ccc(NC(=O)c2ccc(CN3CCc4ccccc4C3)cc2)cc1	-11	101	95	100	-3	103	-4	98	-9	98	-17
CC(=O)OCC1=C(C(=O)O)N2C(=O)C(NC(=O)C(C)Cn3nc(C)c(Cl)c3C)C2SC1 (stereo not given)	-7	96	94	96	-1	97	0	95	-20	96	5
O=C(CSCc1ccccc1)NC1CCSC1=O (stereo not given)	-11	93	91	95	-1	91	-11	92	-13	94	-14
CCOCCn1c(N(C)Cc2ccccc2)nc2c1c(=O)[nH]c(=O)n2C	0	102	103	105	6	112	-7	103	-2	103	-12
O=C1Nc2cc(C(=O)N3CCc4ccccc4C3)ccc2S/C1=C\c1ccccc1	-12	92	85	85	-9	92	-4	90	-13	93	0
O=C(NCCO)c1ccc2[nH]c3c(c2c1)CCCC3	-2	102	105	109	3	107	-2	109	-1	109	-1
CNC(=S)Nc1cccc(C(C)=O)c1	-1	104	96	98	-5	99	0	97	-3	98	-4
CC(=O)NC(Cc1cccc(F)c1)C(=O)NC1CCN(C(=O)c2ccc(C)cc2)CC1 (stereo not given)	-2	95	94	99	-2	100	4	98	4	100	4
Cc1ccc(NC(=O)NCc2ccc3[nH]c(C)cc3c2)cc1	0	99	92	92	0	95	0	98	2	95	1
CC(CCc1ccccc1)NC(=O)CN1CCN(Cc2ccc(Cl)cc2)C1=O (stereo not given)	-3	98	97	97	2	101	-8	97	-6	98	-9
N#Cc1ccc(-n2nccc2-c2cnc3n(c2=O)CCS3)cc1	-2	100	102	103	0	105	-9	102	-5	102	-11
COc1ccc(S(=O)(=O)Nc2ccccc2C(=O)Nc2nc(-c3ccc(F)cc3)cs2)cc1OC	-2	92	91	91	-2	93	-6	89	-4	93	-15
